# Screening data (PubChem)
# Pf growth 96h: inhibits malaria parasite growth, 96 h; P. falciparum luciferase reporter growth, 96 h; Potency, µM (titrated, usually from 28.7 µM), for inactives: top-dose activity change, negative = inhibition, hits mostly inhibitors; 320,000 compounds, 6.9% hits; further: potency means the concentration at half of the fitted maximal effect; on the % scale 0 is the no-effect control and ±100 the full control effect
#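 Infected RBCs, 2% Hct / 0.05% parasitemia final; luciferase-reporter P. falciparum; cpd 96 h, 37 C, 5% CO2; luciferase detection reagent; luminescence.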
# Shiga toxin inh: Shiga toxin inhibition. Vero cells, Shiga toxin protein synthesis inhibition reporter. inhibition, % at 38.7 µM. 290,000 compounds, 9.2% hits. AID 2315; in the data active means inhibition mostly above about 28%, no sharp cut-off; inactive means mostly below about 43%; further: 0% is about no effect
# FBPA Giardia inh: Giardia lamblia aldolase inhibition. A8B2U2. Potency, µM (doses to about 59.6 µM), inactives show top-dose activity, negative = inhibition, hits mostly inhibitors. 290,000 compounds, 0.71% hits. purified Giardia FBPA. AID 2451; further: potency means the concentration at half of the fitted maximal effect; on the % scale 0 is the no-effect control and ±100 the full control effect; nearly all actives have a fitted effect of over 55% in size
# Target sequence (A8B2U2 whole entry, looked up): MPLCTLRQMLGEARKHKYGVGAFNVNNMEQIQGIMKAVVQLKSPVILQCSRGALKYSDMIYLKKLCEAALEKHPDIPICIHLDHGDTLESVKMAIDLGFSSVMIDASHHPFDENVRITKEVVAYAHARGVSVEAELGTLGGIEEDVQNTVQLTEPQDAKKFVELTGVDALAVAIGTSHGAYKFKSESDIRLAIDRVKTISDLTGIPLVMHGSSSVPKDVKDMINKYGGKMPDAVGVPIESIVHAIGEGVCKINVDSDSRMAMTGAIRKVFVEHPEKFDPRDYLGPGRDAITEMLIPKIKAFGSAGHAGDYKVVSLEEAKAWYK
#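 Giardia FBPA (40 nM reagent) was preincubated 10 min at RT with compound (up to 57.5 uM final), then substrate plus GAPDH/TPI/NAD/arsenate coupling system with diaphorase/resazurin was added; resorufin fluorescence (525/598 nm) was read after 20 min.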
# Cycloheximide cs: counter-screen for Shiga toxin inhibitors: cycloheximide protein synthesis inhibition | max response, % | cell reporter, cycloheximide protein synthesis inhibition counterscreen | 300,000 compounds, 12% hits | AID 2314; in the data active means max response mostly above about 13%, no sharp cut-off; inactive means mostly below about 14%; further: read at 38.3 µM for the half of the compounds with a filed dose; 0% is about no effect
# Pf growth 48h: inhibits P. falciparum growth in the first generation, 48 h; Potency, µM (doses to about 28.7 µM), for inactives: at the highest dose activity change, negative = inhibition, actives largely listed as inhibitors; AID 504832; 310,000 compounds, 5.9% hits; P. falciparum luciferase growth in erythrocytes, 48 h; further: potency means the concentration at half of the fitted maximal effect; on the % scale 0 is the no-effect control and ±100 the full control effect
#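 First compound was added to culture medium, then infected red cells at 0.1% parasitemia and 2% hematocrit (final). After incubation at 37 C under 5% CO2, luciferase detection reagent was dispensed and light output recorded.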
# Sm TGR block: blocks Schistosoma mansoni thioredoxin glutathione reductase; Q962Y6; purified TGR, DTNB reduction, TNB absorbance 405 nm; Potency, µM (highest dose often 114 µM), for the others: at the highest dose activity change, negative = inhibition, usual class: inhibitors; 360,000 compounds, 3% hits; further: potency means the concentration at half of the fitted maximal effect; on the % scale 0 is the no-effect control and ±100 the full control effect; nearly all actives have a fitted effect of over 60% in size
#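 TGR 20 nM + NADPH 100 uM (dispensed conc.), cpd preinc 15 min RT; start with NADPH (500 uM addition) then DTNB (15 mM addition). Kinetic TNB absorbance, 405 nm filter. Four-parameter Hill fit across titration.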
# Active calls of the source: *; ? = inconclusive; nt = no result given; & = joins results of further samples; [ ] = dose if it differs, or a comment. Unless noted, the call rests on the fitted dose curve; in most records, active means well fitted curve in the direction sought with a large enough effect; inconclusive means small, poorly fitted or top-dose-only effect, or another doubt; inactive means no such curve, though single readings can be large; an effect the other way counts as inactive or inconclusive.
# Under each structure – Pf growth 96h, Shiga toxin inh, FBPA Giardia inh, Cycloheximide cs, Pf growth 48h, Sm TGR block
> CCOc1ccc(S(=O)(=O)NCCC(=O)OCC(=O)c2ccc(NC(C)=O)cc2)cc1
    7%, nt, nt, nt, 1%, -9%
> CCN1CCN(C(=S)Nc2ccsc2C(=O)OC)CC1
    ?, -6, 3%, -1, 10%, -1%
> O=C(NNC(=O)C1CCN(Cc2ccccc2)CC1)c1cccc(Cl)c1
    0%, -2, 3%, 1, 0%, 3%
> CCCN1CCC(NC(=O)CCc2nnc(-c3ccccc3)o2)CC1
    ?, 3, 0%, 6, 61%[activator], 21%
> CCc1nnc(NS(=O)(=O)c2ccc(NC(=O)c3ccc(S(=O)(=O)N(CC)CC)cc3)cc2)s1
    10%, -5, -8%, -2, 13µM*, 1%
> COc1ccccc1C(=O)Nc1ccc(Oc2nnc(-c3ccc(C)cc3)c3ccccc23)cc1
    ?, -4, 10%, 0, -10%, -3%
> O=S(=O)(c1cc(Cl)ccc1Cl)N1CCNCC1
    13%, -17, 3%, -5, nt, 3%
> Cc1ccccc1OCCNC(=O)CNC(=O)c1ccccc1O
    nt, 5, 0%, -2, 3%, 1%
> Cc1csc(SCC(=O)Nc2cccc(C)c2C)n1
    -11%, nt, nt, nt, -15%, 2%
> CC(C)(O)C#Cc1ccc(CN2CCN(Cc3ccccc3)C(CCO)C2)s1 (stereo not drawn)
    ?, -7, -2%, 6, ?, -21%
> O=C(O)c1ccc(N/N=C/c2cn(-c3ccccc3)nc2-c2cccs2)cc1
    0.47µM*, 46, 5%, 15, 0.83µM*, -1%
> COc1ccccc1CCNC(=O)CCC(=O)N1CC2C[C@@H](C1)Cn1c2cccc1=O
    32%[activator], 14, 3%, -2, 40%[activator], -16%
> O=C(COc1ccccc1)NCC(=O)N/N=C/c1cc(Br)ccc1OCc1ccccc1
    ?, 25, -29%, 13, ?, 4%
> COc1cc(/C=C2\C(=N)N3N=C(S(C)(=O)=O)SC3=NC2=O)ccc1OCCOc1ccc(C)cc1
    18%, -3, 6%, 3, -12%, 5%
> Cc1noc(/C=C/N(C)C)c1S(=O)(=O)N1CCCC(C(=O)N2CCCCC2)C1 (stereo not drawn)
    -5%, -3, -2%, -2, 9.3µM*, 4%
> O=C(CN1C(=O)c2ccccc2C1=O)N1CCOCC1
    19%, -6, -1%, -2, 19%, -26%
> Cc1ccc2c(c1)NC(=O)C(CC(=O)NCCCN1CCCC1)O2 (stereo not drawn)
    2%, -12, -13%, -10, nt, -8%
> COc1ccc(NC(=O)COC(=O)[C@@H](NC(=O)c2c(F)cccc2F)C(C)C)cc1
    7%, 5, ?, 11, 21%, 7%
> O=C1[C@H]2CC3C=CC2(O3)[C@@H]2OCCCN12 (stereo partly drawn)
    104%[activator], nt, nt, nt, 3%, 0%
> COc1ccc(Cl)cc1NC(=O)CCN1C(=O)C2C3CCC(C3)C2C1=O (stereo not drawn)
    -4%, -14, 7%, -4, 29%, 0%
> O=C(CCN1C(=O)CSC1=O)Nc1ccccc1
    nt, 18, 4%, 3, 20%, -17%
> O=C(c1ccco1)N1CCC(c2nc(-c3ccccc3Cl)no2)CC1
    0%, 27, 12%, 14, -5%, -12%
> COc1ccc(-c2nnc(SCC(=O)NC(=O)NCc3ccccc3)o2)cc1
    -26%, -5, 1%, -3, nt, 8%
> CCOC(=O)c1[nH]c2ccc(OC)cc2c1NC(=O)CCN1CCSCC1
    ?, -14, 0%, -5, -3%, -16%
> FC(F)(F)c1cccc(-n2nnnc2C2(N3CCOCC3)CCCCC2)c1
    ?, -22, 4%, -3, ?, -13%
> N#Cc1cc2c(nc1SCC1COc3ccccc3O1)CCC2 (stereo not drawn)
    nt, 58*, -1%, 35*, 34%[activator], -13%
> CCOc1ccc(C(=O)NCc2ccncc2)cc1OCC
    -4%, -1, 4%, 1, 60%[activator], 2%
> COc1ccc(C(C(=O)NC2CCCC2)N(C(=O)CNC(=O)c2ccco2)c2cccnc2)cc1 (stereo not drawn)
    -6%, -9, -7%, -3, -2%, 3%
> Cc1cccc(N2CC(C(=O)Nc3nnc(SCC(=O)Nc4cc(C)on4)s3)CC2=O)c1 (stereo not drawn)
    -5%, -2, 4%, -2, -7%, -20%
> Cc1ccnc(NS(=O)(=O)c2ccc(NC(=O)c3ccc(S(=O)(=O)N4CCCC4)cc3)cc2)n1
    -4%, -22, 6%, -5, 2%, 0%
> COC(C(=O)Nc1ccnn1C1CCN(Cc2ccc(Cl)s2)CC1)c1ccccc1 (stereo not drawn)
    9%, 8, -4%, -3, ?, 0%
> CCOc1ccc2[nH]c3c(NCCc4ccc(OC)c(OC)c4)ncnc3c2c1
    3.7µM*, 7, -12%, 1, 4.7µM*, -3%
> O=C(Cc1ccc(S(=O)(=O)N2CCOCC2)s1)Nc1ccccc1N1CCOCC1
    ?, -26, -6%, -1, -29%, ?
> COc1ccc(Cl)cc1-c1nc(SCC(=O)N(C)C)n[nH]1
    2%, -20, 3%, 11, 4%, 7%
> CCn1c(C)nc2cc(C(=O)NNC(=S)Nc3ccc(F)cc3)ccc21
    89%[activator], 58*, 0%, 31*, 129%[activator], 18%
> Cc1ccc(N(CC(=O)NC(C)c2ccccc2)S(=O)(=O)c2c(C)noc2C)cc1 (stereo not drawn)
    2%, -5, -11%, -1, ?, 2%&-5%
> CS(=O)(=O)Nc1ccccc1NS(C)(=O)=O
    19%, -11, -12%, 0, 17%, 0%
> CCOC(=O)CC(=O)CSc1nc2c(cc1C#N)CCCCCC2
    1.2µM*, 13, -1%, -2, 2.3µM*, -2%
> CCN(CC)c1ccc(N=Cc2c(O)n(-c3cc(OC)ccc3OC)c(=O)[nH]c2=O)cc1
    -76%, -12, -10%, 1, ?, 7%
> OC[C@@H](O)C(O)[C@H](O)[C@H](O)CO (stereo partly drawn)
    nt, -3, -6%, -8, nt, nt
> CC1=C(C)CC(C(=O)NC2CCCC2)C(C(=O)O)C1 (stereo not drawn)
    -3%, -1, -1%, -2, 8%, 1%
> C[C@@H](NC(=O)c1nc[nH]c1C(=O)NCc1ccc(CNC(=O)OC(C)(C)C)cc1)c1ccccc1
    ?, nt, nt, nt, 12µM*, -6%
> CCOC(=O)c1cc2c(=O)n3ccccc3nc2n(CCCOC)c1=NC(=O)c1ccncc1
    ?, -3, 5%, -3, -19%, -18%
> CCOc1cc(C(=O)OCC(=O)Nc2ccc(F)cc2Cl)ccc1OCC(=O)N1CCOCC1
    27%, nt, nt, nt, -1%, -2%
> COc1ccccc1N1CCN(C(=O)CSc2ccc3c(C)cc(C)nc3n2)CC1
    48%[activator], -12, -7%, 6, 10µM*, -21%
> CCC(C(=O)NCc1ccco1)N(C(=O)CNS(=O)(=O)c1ccccc1)c1ccccc1C (stereo not drawn)
    -6%, 4, 2%, -2, -9%, nt
> CCc1ccc(N/C(SC)=C(/C#N)C(N)=O)cc1
    -1%, 30, -1%, 4, -11%, -28%
> Cc1ccc(N(C(C)C(=O)Nc2c(C)n(C)n(-c3ccccc3)c2=O)S(C)(=O)=O)cc1C (stereo not drawn)
    ?, 50, 0%, -3, 10%, 8%
> CCOc1ccccc1N(CC(=O)NC1CCCCC1)S(=O)(=O)c1ccccc1
    ?, -5, -2%, -2, ?, -13%
> Cc1cc(C)c(NC(=O)CSc2nc3[nH]ncc3c(=O)[nH]2)c(C)c1
    0%, -6, 4%, -2, 6%, -9%
> O=C(OCCNC(=O)c1cc2ccccc2oc1=O)c1cccnc1
    28%, -2, 3%, -4, 0%, 6%
> O=C(Nc1ccccc1C(=O)O)c1ccc(Br)c(S(=O)(=O)NCc2ccccc2)c1
    10%, -4, 14%, 6, 25%, -1%[57.1 µM]
> O=C(O)CSc1nnc(CNc2ccc(Cl)cc2)n1Cc1ccccc1
    nt, -3, 21%, -2, 0%, 2%
> COc1ccc(C2N=C(N)N=C(N)N2c2ccccc2OC)cc1OC (stereo not drawn)
    ?, -15, 4%, -3, -12%, 3%
> COc1ccc(S(=O)(=O)N2CCOCC2)cc1NC(=O)CC1CC2CCC1C2 (stereo not drawn)
    ?, nt, nt, nt, ?, 3%
> Cc1cccc(N2CC3=C(C2=O)C(c2ccccc2)NC(=O)N3C)c1 (stereo not drawn)
    nt, -19, 1%, -3, -6%, -27%
> O=C(O)c1ccc(-c2nnc(-c3cccc(Br)c3)o2)cc1
    30%[activator], 35*, -2%, 20*, 114%[activator], -15%
> COc1cccc(NC(=O)c2cc([N+](=O)[O-])ccc2NCc2cccnc2)c1
    ?, -7, -2%, -2, 10µM*, -4%
> COC(=O)c1sc(N2C(=O)C(=O)/C(=C(/O)c3ccccc3)C2c2ccco2)nc1C (stereo not drawn)
    -27%, -2, 17%, -1, -18%, ?
> Cc1cccc(N=C2NC(=O)/C(=C/c3cccn3C)S2)c1
    ?, 52*, 2%, 27*, ?, -18%

# Further results:
# Under each structure – Pf growth 96h, Shiga toxin inh, FBPA Giardia inh, Cycloheximide cs, Pf growth 48h, Sm TGR block
> Cc1ccc(S(=O)(=O)N(C)C)cc1NC(=S)NNC(=O)C(N)=O
    42%[activator], -5, -1%, -4, 1%, 7%
> Cc1sc2nc(N3CCOCC3)[nH]c(=O)c2c1-c1ccccc1
    -27%, -5, 7%, -4, -1%, -6%
> COc1cc(OC)cc(-c2nnc(Sc3ccc(C=O)cc3[N+](=O)[O-])o2)c1
    7%, 2, -11%, -2, 0%, ?
> CC(=O)CC(c1ccccc1)c1c(O)c2cccc(O)c2oc1=O (stereo not drawn)
    nt, 17, 24%, 0, nt, nt
> O=C(CN1CCN(c2ccccc2F)CC1)Nc1ccccc1F
    1%, 18, 11%, 0, 9%, -3%
> Cc1ccc(S(=O)(=O)N2CCOCC2)cc1NC(=O)Cn1ccsc1=N
    nt, -13, -5%, -2, -5%, -22%
> CSc1ccccc1NC(=O)Cn1c([N+](=O)[O-])cnc1C
    4%, -6, 4%, 1, 26%, 0%
> O=C(O)/C=C1\CCCc2ccccc2C1O (stereo not drawn)
    8%, nt, nt, nt, 10%, 2%
> O=C(/C=C\c1ccccc1[N+](=O)[O-])Nc1ccccc1
    1%, 52*, -5%, 39*, 101%[activator], 3%
> CC(=O)c1ccc(NC(=O)c2ccc(COc3ccccc3[N+](=O)[O-])o2)cc1
    -20%, 0, -1%, -1, 20%, -6%
> CC(NC(=O)c1ccc2c(=O)n3c(nc2c1)CCC3)c1ccc(S(N)(=O)=O)cc1 (stereo not drawn)
    18%, nt, nt, nt, 8%, 4%
> CC(Oc1ccc(C#N)cc1)C(=O)Nc1ccc(-n2cnnn2)cc1 (stereo not drawn)
    3.3µM*, nt, nt, nt, 4.7µM*, -8%
> COC(=O)c1cc(OC)c(OC)cc1NC(=O)CSc1ccc(C)cc1
    54%[activator], -6, -3%, -3, 4%, ?
> Cc1ccccc1Nc1nc2ccccc2s1
    134%[activator], 135*, -7%, 66*, 125%[activator], 4%
> Cc1cc(C)c(S(=O)(=O)NCC(c2ccc3c(c2)OCO3)N2CCOCC2)c(C)c1 (stereo not drawn)
    ?, nt, nt, nt, ?, -10%
> Cc1nc(NC(=O)CSc2nc(N)cc(N)n2)sc1C
    19%, 19, 3%, -1, -8%, -15%
> C=CCSC1=C(C#N)C(c2ccc(OCC)cc2)CC(=O)N1 (stereo not drawn)
    7.4µM*, -17, -13%, -6, nt, 0%
> Cc1c(C)n(CC(O)CNCCO)c2ccccc12 (stereo not drawn)
    15%, -10, ?, 1, -13%, 0%
> O=C1c2ccccc2C2NC(=O)C3(CCCCC3)N12 (stereo not drawn)
    ?, 11, -1%, 1, -1%, -3%

# As entered above:
# In FBPA Giardia inh, C=CCSC1=C(C#N)C(c2ccc(OCC)cc2)CC(=O)N1 (stereo not drawn) shows -13%
# In Pf growth 48h, O=C1c2ccccc2C2NC(=O)C3(CCCCC3)N12 (stereo not drawn) shows -1%
# In Shiga toxin inh, Cc1nc(NC(=O)CSc2nc(N)cc(N)n2)sc1C shows 19
